# APE1 inh: qHTS Assay for Inhibitors of the Human Apurinic/apyrimidinic Endonuclease 1 (APE1). recombinant APE1, TAMRA/BHQ-2 abasic DNA cleavage fluorescence. Potency, µM (titrated, usually from 65.8 µM), without a hit: at the top dose activity change, negative = inhibition, usual class: inhibitors. hit rate 0.35% among 350,000. AID 2517, 2012;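 further: potency means the concentration at half of the fitted maximal effect; plate controls were vehicle for no effect and reference inhibitor for full effect; nearly all actives have a fitted effect of over 55% in size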
# Target sequence (P27695 whole entry, looked up): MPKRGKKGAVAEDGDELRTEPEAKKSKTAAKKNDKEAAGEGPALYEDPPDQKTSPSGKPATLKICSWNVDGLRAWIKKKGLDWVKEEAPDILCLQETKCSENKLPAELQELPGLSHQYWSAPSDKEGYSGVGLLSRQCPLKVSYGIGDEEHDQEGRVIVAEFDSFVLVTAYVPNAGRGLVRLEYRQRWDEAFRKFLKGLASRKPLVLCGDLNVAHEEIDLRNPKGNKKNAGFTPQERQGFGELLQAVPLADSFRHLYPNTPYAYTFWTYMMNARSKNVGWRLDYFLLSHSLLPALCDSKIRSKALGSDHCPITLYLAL
#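 Activity was derived from the fluorescence gain between first and third kinetic reads (60 s intervals, ex 525/em 598 nm) after 50 nM THF-abasic TAMRA/BHQ-2 duplex was added to 0.75 nM APE1 preincubated 15 min with compound.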
# ERG-DNA inh: qHTS for Small Molecule Inhibitors of the ERG Ets/DNA interaction | Potency, µM (top dose mostly 76.9 µM), inactives show at the highest dose FP activity, negative = inhibition, most hits filed as inhibitors | fluorescence polarization, His-ERG Ets domain / labelled DNA | hit rate 0.028% among 370,000; active means well fitted inhibition curve with a large enough effect in the polarisation, with a control signal flat; inconclusive means small, poorly fitted or top-dose-only effect, or effect the other way, or a change in a side signal; inactive means no such curve, though single readings can be large or run the other way; the % refers to the polarisation;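 further: polarization taken with two DNA probes labelled with fluorescein and Texas red; potency means the concentration at half of the fitted maximal effect; % of control where 0% means no effect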
#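 His-tagged ERG Ets domain (1 uM in the protein solution; 300mM KCl, 50mM Tris-HCl, 1mM EDTA, 1mM DTT, pH 7.5) received compound, then a probe mix of 5 nM fluorescein-DNA and 100nM Texas-615-DNA. Fluorescence polarization was read for both dyes.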
# LDHA inh: qHTS assay for inhibitors of human lactate dehydrogenase. hit rate 0.15% among 480,000. L-lactate dehydrogenase A chain (Homo sapiens), P00338. activity change, % (values are at about 110 or 230 µM). purified LDHA, NADH/diaphorase-resazurin fluorescence; active compounds read low; in the data active means activity change below about -30%; inconclusive means mostly about -25% to -30%;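 further: plate controls were DMSO wells for no effect and wells without enzyme for full effect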
#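 Remaining NADH was detected by diaphorase (0.133 mg/mL) converting 37 µM resazurin to fluorescent resorufin, read at 0 and 20 minutes. The preceding 5-minute room-temperature reaction used 2 nM LDHA, 0.2 mM sodium pyruvate and 0.06 mM NADH at pH 7.4.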
# Pol kappa inh: qHTS for Inhibitors of Polymerase Kappa | Potency, µM (titrated, usually from 107 µM), for the others: top-dose activity, negative = inhibition, hits mostly inhibitors | hit rate 0.53% among 400,000 | purified Pol kappa, fluorescent DNA synthesis assay, 10 min | AID 588579, 2011 | DNA polymerase kappa (Homo sapiens), Q9UBT6; further: potency means the concentration at half of the fitted maximal effect; on the % scale 0 is the no-effect control and ±100 the full control effect
#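 First, compounds were pin-transferred onto 10 nM Pol kappa. After 15 min at room temperature, substrate was added to 50 nM final. Fluorescence was then measured kinetically at 0 and 10 min.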
# POLH inh: qHTS for Inhibitors of Polymerase Eta; hit rate 1.2% among 390,000; AID 588591, 2011; recombinant Pol eta, fluorescent DNA replication assay; Potency, µM (highest dose often 114 µM), for the others: at the highest dose activity change, negative = inhibition, hits mostly inhibitors; further: potency means the concentration at half of the fitted maximal effect; on the % scale 0 is the no-effect control and ±100 the full control effect
#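 Pol eta (10 nM) was preincubated with compounds for 15 min at room temperature, after which fluorescent replication substrate (50 nM final) was added to start the reaction. Fluorescence was read kinetically at 0 and 10 min.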
# Pol beta inh: qHTS Assay for Inhibitors of DNA Polymerase Beta. hit rate 1.3% among 340,000. Potency, µM (highest dose often 114 µM), inactives show at the highest dose activity change, negative = inhibition, hits mostly inhibitors. Pol beta primer extension/strand displacement, fluorescence kinetic; further: potency means the concentration at half of the fitted maximal effect; on the % scale 0 is the no-effect control and ±100 the full control effect
#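 Curves were derived by four-parameter Hill fits of normalized qHTS data. The kinetic fluorescent primer-extension read was taken at 0 and 10 min after 50 nM substrate, following a 15 min room-temperature preincubation of 10 nM enzyme with compounds.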
# RGS4 inh: Inhibitors of Regulator of G Protein Signaling (RGS) 4: qHTS | Regulator of G-protein signaling 4 (Homo sapiens), P49798 | Transcreener GDP fluorescence polarization, RGS4-accelerated GTP hydrolysis | Potency, µM (top dose mostly 114 µM), for inactives: at the highest dose activity change, negative = inhibition, actives largely listed as inhibitors | hit rate 0.039% among 390,000 | AID 504845, 2011; further: potency means the concentration at half of the fitted maximal effect; on the % scale 0 is the no-effect control and ±100 the full control effect; nearly all actives have a fitted effect of over 75% in size; some results filed as inactive show a strong effect at the top dose
# Target sequence (P49798 whole entry, looked up): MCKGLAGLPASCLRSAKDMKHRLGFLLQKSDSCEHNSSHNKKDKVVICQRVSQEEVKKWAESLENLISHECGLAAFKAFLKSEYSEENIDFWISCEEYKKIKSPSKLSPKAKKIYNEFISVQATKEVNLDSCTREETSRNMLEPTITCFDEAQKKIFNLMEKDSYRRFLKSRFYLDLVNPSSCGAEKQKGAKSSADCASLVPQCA
#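 MLSMR compounds (23 nl, pin-transferred) preincubated 10 min at room temperature with a 500nM (2x) first reagent, then RGS4 at 900nM (2x) plus Transcreener GDP mix added; fluorescence polarization (620/688 nm) read before and after 90 min at 30 °C.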
# Apoferritin bind: qHTS Assay for Identification of Novel General Anesthetics. apoferritin/1-aminoanthracene competitive binding, fluorescence. Potency, µM (series often up to 77.5 µM), for inactives: top-dose activity change, negative = displacement, hits mostly inhibitors. hit rate 0.074% among 350,000; further: potency means the concentration at half of the fitted maximal effect; on the % scale 0 is the no-effect control and ±100 the full control effect; nearly all actives have a fitted effect of over 20% in size
# Target sequence (P02791 2-175 limits assumed): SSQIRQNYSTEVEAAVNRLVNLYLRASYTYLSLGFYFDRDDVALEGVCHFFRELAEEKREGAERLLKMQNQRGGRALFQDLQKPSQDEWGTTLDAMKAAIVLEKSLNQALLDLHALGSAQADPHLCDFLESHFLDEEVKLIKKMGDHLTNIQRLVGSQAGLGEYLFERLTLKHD
#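 Read-out: endpoint 1-AMA fluorescence, excitation 380 nm and emission 535 nm, after compounds sit 10 min at room temperature with 10 uM horse-spleen apoferritin in 50% saturated 1-AMA/PBS. Values come from four-parameter Hill fits.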
# 12-LOX inh: Primary qHTS assay for inhibitors of human arachidonate 12S-lipoxygenase (ALOX12): Round 2; Polyunsaturated fatty acid lipoxygenase ALOX12 (Homo sapiens), P18054; purified 12hLO, xylenol orange hydroperoxide absorbance; Potency, µM (series often up to 108 µM), for inactives: at the top dose activity change, negative = inhibition, actives largely listed as inhibitors; hit rate 1.1% among 580,000; AID 1671190, 2021; further: potency means the concentration at half of the fitted maximal effect; on the % scale 0 is the no-effect control and ±100 the full control effect
#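 Purified human 12hLO at 150 nM in 25 mM Hepes, 0.01% Triton X-100, pH 7.0, preincubated 15 min at room temperature with compound. Reaction started with 40 uM arachidonic acid, 30 min at room temperature. Hydroperoxide measured by Fe-xylenol orange, 573/405 nm absorbance ratio.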
# The depositor's hits bear a star; u = inconclusive; x = not tested or not shown; & = joins results of further samples; [ ] = another dose, or the depositor's remark. Unless noted, the call rests on the fitted dose curve; in most records, active means well fitted curve in the direction sought with a large enough effect; inconclusive means small, poorly fitted or top-dose-only effect, or another doubt; inactive means no such curve, though single readings can be large; an effect the other way counts as inactive or inconclusive. This is a subset; rates above refer to the full screens.
SMILES,APE1 inh,ERG-DNA inh,LDHA inh,Pol kappa inh,POLH inh,Pol beta inh,RGS4 inh,Apoferritin bind,12-LOX inh
CC(=O)c1[nH]c(C)c(C(=O)NCc2ccc(Cl)cc2)c1C,x,9%,-6,-8%,-10%,-16%,8%,47%[activator],-18%
O=C(CSc1nnc(-c2ccncc2)o1)NC1CCCCC1,1%,-5%,-2,-4%,-16%,-5%,-6%,-4%,0%
COc1ccc(C(=O)Nc2ccccc2N2CCOCC2)cc1Br,-6%,-12%,0,-7%,-22%,-2%,-32%,-10%,-27%
CCC(C)Nc1nc(-c2cccc(OC)c2O)nc2ccccc12 (centres undefined),u,-3%,8,-13%,-18%,9%,-43%,-17%,u
Cc1noc(C)c1NC(=O)N(C)C[C@@H]1Oc2ccc(NS(=O)(=O)c3c(C)noc3C)cc2C(=O)N([C@H](C)CO)C[C@H]1C,-7%,-3%,-1,-2%,-8%,x,5%,x,-2%
CCOC(=O)c1c(NC(=O)COc2cccc3c2CCN(CC)C3=O)sc2c1CCC2,12%,-4%,-3,0%,u,34%,-13%,-6%,-3%
O=C(CN1CCN(S(=O)(=O)c2ccc(Br)cc2)CC1)Nc1ccc2c(c1)OCO2,-3%,2%,-4,-8%,-7%,-13%,u,-20%,u
O=C(Nc1cccc([N+](=O)[O-])c1)c1ccc2snnc2c1,-4%,20%,0,-6%,1%,-9%,-10%,-1%,0%
Cc1ccc(-c2csc(/C(C#N)=C(\O)CN3CCN(C(=O)c4ccco4)CC3)n2)cc1,3%,9%,-5,-17%,22µM*,-1%,-38%,3%,-4%
COc1ccc(CCNC(=O)C2CC(c3cccc(F)c3)=NO2)cc1 (centres undefined),4%,-29%,-2,1%,1%,-9%,-6%,-8%,-7%
COC(=O)c1sccc1NC(=O)CSc1ccccc1NS(=O)(=O)c1ccccc1Cl,u,0%,-1,-11%,-2%,-3%,-19%[56.9 µM],-8%,-1%
NNC(=O)c1cnn(-c2ccccc2)c1-n1cccc1,-3%,2%,0,-4%,-10%,4%,u,-13%,3%
NC1(C(=O)O)CC1,1%&-3%&4%,-6%,1,10%[60.1 µM],1%[57.1 µM],-10%[57.1 µM],5%[56.9 µM],x,28%&-2%
COc1ccc(-c2cc(C(=O)NCC3CCCO3)c3ccccc3n2)c(OC)c1 (centres undefined),82%[activator],-2%,-5,5%,-1%,0%,-4%,3%,u
COc1ccc2[nH]c3c(c2c1)CCN1C(=O)C(CC(=O)NCc2ccc(OC)c(OC)c2)C[C@H](C(=O)N2CCOCC2)[C@@]31CCC1CCCC1 (some centres undefined),3%,-10%,0,-5%,-24%,x,u,x,u
CNC(=O)/C(C#N)=C/c1ccc(OCCOc2ccccc2)cc1,8%,-1%,-1,-2%,-12%,61%,-1%,-14%,1%
NC(=O)CSc1ncc(-c2ccc([N+](=O)[O-])cc2)[nH]1,4%,4%,-3,2%,-11%,-20%,-4%,-10%,-8%
Cc1cc(C(=O)N(C)Cc2ccc(Br)cc2)no1,-3%,-6%,-3,-11%,0%,0%,27%,-19%,0%[57.4 µM]
Cc1ccc(NC(=O)CN2CCC(NC(=O)C3CCCCC3)CC2)c(Br)c1,-3%,-10%,-1,2%,-10%,8%,-12%,-5%,-1%
CC(=O)Nc1ccc(N=C(C2=C(O)c3ccccc3C2=O)c2ccccc2)cc1,-5%,5%,3,7%,-18%,-3%,u,-16%,-9%
CCN(CC)C(=O)COc1ccc(S(=O)(=O)N2CCOCC2)cc1,0%,6%,-19,-6%,1%,19%,22%,-10%,0%
Cc1nnsc1S(=O)c1ccc(Cl)c(Cl)c1 (centres undefined),20%,-14%,0,2%,4%,5%,-14%,-12%,18%
CC(=O)N1c2ccc(S(=O)(=O)NCC3CCC(C(=O)Nc4cc(C)ccc4C)CC3)cc2CC1C (centres undefined),x,5%,-16,5%,-9%,18%,-3%,-11%,-24%
Cc1cccc(C(=O)OC2CCCN(C)C2)c1C (centres undefined),54%[activator],-3%,-2,0%,-15%,15%,-24%,-12%,-16%
C=CCn1c(SCC(=O)c2ccc(CNC(C)=O)o2)nc2ccccc2c1=O,-8%,-4%,-2,u,u,u,u,-13%,u
COc1ccc(CN(C)C(=O)COc2cccc(-n3cnnn3)c2)cc1OC,-5%,-13%,-2,2%,-12%,x,0%,x,0%
Cc1onc(-c2ccc(Cl)cc2)c1-c1ccnc(SCC(=O)Nc2cc(Cl)cc(Cl)c2)n1,-3%,37%[activator],-4,-12%,-4%,-11%,6%,-2%,104%[activator]
Nc1c(-c2n[nH]c(=S)n2-c2ccc(Cl)cc2Cl)cnn1-c1ccccc1,2%,5%,-3,-1%,-14%,-2%,-51%,5%,164%[activator]
Cc1ccc(C(=O)COC(=O)CNC(=O)CN2C(=O)c3ccccc3C2=O)cc1,1%,5%,-8,-6%,-19%,9%,8%,1%,-8%
Cn1c2ccccc2c2cnn(CC(=O)Nc3ccccc3C(F)(F)F)c(=O)c21,x,0%,-12,-11%,-1%,32%,8%,2%,-11%
COCCCn1c(=O)c2ccccc2n(CC(=O)NC2CCCC2)c1=O,18%,1%,-11,2%,-11%,2%,-1%,-8%,-4%
COc1ccc(Cl)c(Cn2c(NCc3ccccn3)nc3c2c(=O)n(C)c(=O)n3C)c1,0%,-14%,-5,-10%,-18%,30%,1%,0%,147%[activator]
COCCCNC(=O)C(C)n1c2ccccc2c2cnn(C)c(=O)c21 (centres undefined),x,-6%,-12,-6%,-18%,2%,3%,-5%,-21%
O=C(NNC(=S)NC(=O)c1ccc(F)cc1)c1ccncc1,-3%,x,4,0%,-6%,x,u,x,u
COCCn1c(SCC(=O)NCc2ccco2)nnc1C(C)C,-4%,0%,5,-7%,6%,-10%,-21%,1%,-6%[57.4 µM]
COc1ccccc1NC(=O)c1ccc(N2CC3CC(C2)c2cccc(=O)n2C3)c(NC(=O)c2cccnc2)c1 (centres undefined),5%,4%,-2,-3%,2%,15%,21%[11.4 µM],-19%,-4%
COCCCNc1oc(-c2ccccc2OC)nc1C#N,-6%,1%,2,-25%,-5%,-3%,12%,32%[activator],3%
COc1ccc(CCN2C(=O)CC(C(N)=O)SC2=Nc2ccccc2)cc1 (centres undefined),u,6%,1,-21%,u,u,-20%,6%,0%
COC(=O)c1cc(C(=O)OCC(=O)N2c3ccccc3NC(=O)C2(C)C)cc([N+](=O)[O-])c1,-3%,x,-5,-12%,-15%,0%,3%,-23%,x
O=C(COc1cccc(NC(=O)c2ccco2)c1)c1ccc(F)cc1,-4%,4%,0,-6%,-9%,-23%,0%,-11%,292%[activator]
Cn1cnnc1SCc1ccc(C(=O)NN)cc1,-3%,-20%,-9,-12%,4%,9%,-23%,-2%,10%
CCOc1ccc(OCCC(=O)N(CC)CC(=O)Nc2ccccc2C(F)(F)F)cc1,6%,5%,-6,-6%,-17%,x,20%,x,16%
O=C(Nc1cc(-c2ccccc2)nn1-c1ccccc1)c1ccccc1F,-9%,-5%,-5,-2%,-16%,x,17%,x,2%
O=C(N/N=C/c1ccc(-c2cccc([N+](=O)[O-])c2)o1)c1ccccc1O,-2%,-7%,-7,6%,50µM*,u,-10%,-14%,-10%
NS(=O)(=O)c1cc2c(cc1Cl)NC(C1C[C@H]3C=C[C@@H]1C3)NS2(=O)=O (some centres undefined),9%,-4%,-8,u,u,33%[activator],5%,-10%,3%
COc1nc(C)nc2c1ccc1ccccc12,6%,5%,-4,-4%,-19%,3%,0%,-1%,0%
CCc1cc2c(C)ccc(C)c2nc1SCC(=O)Nc1c(C)[nH]c(=O)[nH]c1=O,6%,-6%,-5,8%,-3%,-16%,-18%,-1%,-30%
COc1ccc(/C=C2\SC(=S)N(CC(=O)OCC(=O)Nc3cc(Cl)cc(Cl)c3)C2=O)cc1,-1%,19%,-6,-6%,-14%,-26%,-31%,-2%,40µM*
O=C(O)C1CC(=O)N(c2ccc(OCc3ccc(Cl)cc3Cl)cc2)C1 (centres undefined),-6%,-2%,1,6%,-5%,5%,-39%,-23%,u
CCCCNC(=O)c1onc(CSc2ccc(C(C)C)cc2)c1C(=O)O,-3%,3%,-6,-10%,-2%,8%,9%,u,u

# Assay outcomes from PubChem.
